# Screens from PubChem BioAssay.
# MITF TRPM1 HTS – activators of MITF-driven TRPM1 promoter reporter, primary screen, cell-based, SK-MEL-5, luciferase, single point; SK-MEL-5 TRPM1-promoter luciferase, 24 h; % of positive control, neutral wells = 0; activation, % at 12.5 µM; 0.75% of 300,000 active;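 active = mean activation of at least 80% with every replicate also reaching 80%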;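 note: 0% = neutral control wells and 100% = parthenolide positive control wells; values of inactives mirror those of a sister screen read the other way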
# dFosB act – activators of delta FosB homodimer, primary screen, biochemical, fluorescence polarization, TAMRA-CDK5 oligo, single point. Protein FosB (Mus musculus), P13346. purified delta FosB; percent of positive-control signal above neutral wells. activation, % at 25 µM. 0.99% of 340,000 active. AID 493131, 2011;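 active = mean activation above about 17%, with every replicate also reaching it, limit read from the data, passing the limit was not always enough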;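 note: fluorescence polarization rise as delta FosB binds a TAMRA Cdk5 AP-1 oligo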
# Target sequence (P13346 whole entry, looked up): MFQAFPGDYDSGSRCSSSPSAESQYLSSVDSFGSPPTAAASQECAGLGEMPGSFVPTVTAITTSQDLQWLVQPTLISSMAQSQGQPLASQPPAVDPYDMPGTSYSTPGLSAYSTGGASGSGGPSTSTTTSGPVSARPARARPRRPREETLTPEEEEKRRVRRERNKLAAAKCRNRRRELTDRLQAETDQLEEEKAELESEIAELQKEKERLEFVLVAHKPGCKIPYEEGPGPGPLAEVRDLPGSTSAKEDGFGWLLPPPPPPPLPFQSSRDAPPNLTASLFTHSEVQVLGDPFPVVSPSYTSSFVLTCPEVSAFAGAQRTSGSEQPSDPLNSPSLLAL
# SR-BI HDL uptake – inhibitors of SR-BI mediated HDL lipid uptake, primary screen, ldlA[mSR-BI] cells, fluorescence, single point; Scavenger receptor class B member 1 (Mus musculus), Q61009; ldlA[mSR-BI] CHO cells, DiI-HDL uptake fluorescence, 3 h; inhibition, % at 12.5 µM; 0.96% of 320,000 active; AID 488896, 2010;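 active = mean replicate inhibition of at least 70% and a set share of replicates each scoring 70 or more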;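 note: 0% = median of neutral control wells and 100% = median of positive control wells; values of inactives mirror those of a sister screen read the other way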
# PKA-R2B act – activators of PKA-R2B holoenzyme, primary screen, biochemical, fluorescence polarization, Cy5-IP20, human | cAMP-dependent protein kinase catalytic subunit beta (Homo sapiens) + cAMP-dependent … | PKA-R2B holoenzyme dissociation; R2B truncated from residue 108, S112A mutant; 0% DMSO only, 100% 113 µM cGMP | activation, % at 11.4 µM | 0.079% of 340,000 active;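 active = activation above a cutoff set at the mean over all compounds plus 3 SD, cut at about 18% in these data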;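 note: higher means more holoenzyme dissociation and a rise in polarization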
# SR-BI uptake up – activators of SR-BI mediated DiI-HDL uptake, primary screen, ldlA[mSR-BI] CHO cells, DiI fluorescence; AID 504775, 2011; 3 h; 100 = double the neutral-control signal; 0.096% of 320,000 active; activation, % at 12.5 µM;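 active = mean replicate activation of at least 60% and every replicate at or above 60%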;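 note: 0% = median plate neutral-control signal and 100% = twice that signal; values of inactives mirror those of a sister screen read the other way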
#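 Material: SR-BI-overexpressing, LDLR-lacking CHO cells; schedule: compound exposure 3 h, 37 °C; reagent: DiI-labelled HDL at 10 µg/mL final; technique: bottom-read fluorescence, 550/595 nm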
# DSG3 Ab inh – inhibitors of pemphigus antibody binding to DSG3, primary screen, biochemical, bead-based, flow cytometry, scFv-GFP | Desmoglein-3 (Homo sapiens), P32926 | DSG3-coupled beads, scFv-anti-DSG3-GFP binding; stronger effect = lower value | binding (percent of control), % at 10 µM | 0.48% of 310,000 active;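 active = binding more than 3 SD below its plate's average and above zero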;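 note: hits lower antibody fragment binding to DSG3; some compounds called inactive have numbers as strong as hits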
# PKA-R1A act – activators of PKA-R1A holoenzyme, primary screen, biochemical, fluorescence polarization, Cy5-IP20, bovine R1A, mouse PKAc; PKA-R1A dissociation; scaled: DMSO 0%, 113 µM cGMP 100%; AID 504707, 2011; activation, % at 11.4 µM; 0.083% of 340,000 active; cAMP-dependent protein kinase type I-alpha regulatory subunit (Bos taurus) + …;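 active = percent activation above the mean of all tested compounds plus 3 SD, cut at about 19% in these data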;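 note: higher means more PKAc released from R1A so a rise in polarization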
# Mot1-301 SUMO – yeast Mot1-301 growth rescue at high temperature, primary screen, SUMOylation pathway inhibitor project, S. cerevisiae, ATP luminescence, 38.5C | S. cerevisiae Mot1-301 growth rescue; percent above DMSO median, 100 means doubled | growth rescue, % at 18.8 µM | 1% of 320,000 active;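 active = every valid replicate shows activation above 250% relative to neutral control wells; inactive = the rest, any valid replicate at or below 250%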;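 note: OY570 slx delta 5 strain wells were the positive control but not used for scaling; some compounds called inactive have numbers as strong as hits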
# CDK5 p35 inh – inhibitors of human CDK5/p35 kinase, primary screen, biochemical, single concentration | Cyclin-dependent kinase 5 (Homo sapiens) + Cyclin-dependent kinase 5 activator 1 (Homo … | Recombinant CDK5/p35, ADP-Glo luminescence, 60 min | inhibition, % at 10 µM | 0.01% of 330,000 active;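 active = highest replicate inhibition of at least 50% and at least 75% of replicates reaching 50%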;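 note: plate controls were DMSO neutral control for no effect and GW8510 at 10 µM for full effect; many of its hits are not listed in these tables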
# Target sequence (Q00535 whole entry, looked up): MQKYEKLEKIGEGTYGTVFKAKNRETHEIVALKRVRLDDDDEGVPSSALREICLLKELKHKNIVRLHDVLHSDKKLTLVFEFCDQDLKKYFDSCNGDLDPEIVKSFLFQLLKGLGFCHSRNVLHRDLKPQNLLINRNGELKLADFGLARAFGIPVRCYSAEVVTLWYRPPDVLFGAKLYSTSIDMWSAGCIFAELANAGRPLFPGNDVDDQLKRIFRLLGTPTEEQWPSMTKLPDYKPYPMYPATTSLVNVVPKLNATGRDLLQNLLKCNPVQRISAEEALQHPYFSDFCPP
# Target sequence (Q15078 whole entry, looked up): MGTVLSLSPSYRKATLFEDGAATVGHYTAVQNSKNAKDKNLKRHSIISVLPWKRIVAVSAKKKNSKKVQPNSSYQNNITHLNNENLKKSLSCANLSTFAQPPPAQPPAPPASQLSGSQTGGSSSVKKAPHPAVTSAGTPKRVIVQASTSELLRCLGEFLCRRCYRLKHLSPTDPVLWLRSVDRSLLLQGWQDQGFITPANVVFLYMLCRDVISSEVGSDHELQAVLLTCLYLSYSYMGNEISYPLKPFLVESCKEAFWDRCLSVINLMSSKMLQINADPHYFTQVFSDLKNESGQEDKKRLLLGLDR
# NSD2 HMT inh – NSD2 histone methyltransferase inhibitors, primary screen, biochemical, AlphaScreen, single concentration, set 2. inhibition, % at 12.5 µM. NSD2 peptide methylation, 120 min. 0.54% of 310,000 active; in the data active = inhibition above about 50%
# Arr AP2 block – inhibitors of beta-arrestin/AP2 binding, primary screen, biochemical, GPCR trafficking, flow cytometry. FITC-arrestin peptide / GST-AP2 beads; AP2 beta2 appendage carries R879A mutation. inhibition, % at 10 µM. 0.31% of 340,000 active;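 active = inhibition above a set limit, near 3 SD of compounds lacking own fluorescence, cut at about 54% in these data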;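 note: plate controls were DMSO wells for no effect and 5 µM unlabelled arrestin peptide for full effect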
#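 system = GST-tagged AP2 beta2-adaptin appendage (R879A) on 4 µm glutathione beads | reagent = FITC-labelled arrestin peptide probe, 50 nM final | schedule = compound with beads 12 min RT, then probe 1 h RT | signal = HyperCyt-sampled flow cytometry, FL1 channel, ex 488/em 535 nm | read-out = percent response from loss of bead-bound FITC fluorescence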
# * hit, by the source's call; . = not tested or not shown. Rows were taken by chance (roughly 4.7% active in at least one column).
MITF TRPM1 HTS,dFosB act,SR-BI HDL uptake,PKA-R2B act,SR-BI uptake up,DSG3 Ab inh,PKA-R1A act,Mot1-301 SUMO,CDK5 p35 inh,NSD2 HMT inh,Arr AP2 block,Compound
2,-10,-11,-5,11,.,-2,-6,1.2,-4,-1,Cc1ccc(F)cc1CNC(=O)C1CCC(=O)N(C2CC2)C1 (stereo not drawn)
2,-2,6,-2,-6,97,15,-9,-0.6,.,1,CCC(CC)C(=O)Nc1nnc(S(=O)(=O)N2CCCC2)s1
14,-5,-40,-6,40,.,-7,20,.,1,24,Cc1ccc(NCc2nnc(SCCN3CCCCC3)n2CC2CCCO2)cc1Cl (stereo not drawn)
5,1,-7,6,7,112,-12,6,0.4,1,6,CN(C)c1ccc([N+](=O)[O-])cc1C(=O)O
15,-8,-20,-6,20,104,7,20,0.9,-5,-3,O=C(c1cc(-c2cccc(O)c2)on1)N1CCCC1
19,-1,10,-2,-10,104,-7,-17,-1.5,3,-4,COc1ccc2c(CCNC(=O)c3ccco3)c[nH]c2c1
7,-2,-20,0,20,80,-11,-18,-0.9,-2,9,CC(C)(C)c1ccc(OCC(=O)N2CCCCCC2)c(Br)c1
.,-2,-50,-4,50,102,-8,-7,-0.3,1,4,Cc1ccc(N(CC(=O)N2CC(=O)Nc3ccccc32)S(=O)(=O)c2ccc3c(c2)OCCO3)cc1
1,-10,.,-4,.,117,-10,-5,-5.8,10,24,COc1ccccc1NC(=O)c1ccc2c(c1)N(CC#N)C(=O)C(C)(C)O2
.,4,-13,-5,13,118,2,-10,0.1,8,33,CCOC(=O)/C(C#N)=C\C=C1C=CN(C)C=C1
-10,1,-17,6,17,93,-6,-6,-1.6,-3,-5,Cn1nc(C(C)(C)C)c([N+](=O)[O-])c1C(=O)NCCO
-3,-4,30,7,-30,95,-5,-15,-0.9,3,16,Cc1oc(-c2ccccc2)cc1C(=O)Nc1ccc(N(C)C)cc1
86*,-1,44,-27,-44,103,-12,20,0.5,.,-2,CC1CCN(c2ccc3c(c2)S(=O)(=O)c2ccccc2C3=O)CC1
-11,1,-21,1,21,.,2,0,-0.8,-5,-5,Cc1nnc(SCC(=O)N2CCN(C(=O)c3ccco3)CC2)n1C
-1,-1,-15,0,15,116,4,-3,0.2,7,-11,CC(=O)Nc1ccc(NC(=O)C(c2ccccc2)c2ccccc2)cc1
-1,-10,8,-9,-8,95,-14,-7,0.3,.,-8,CS(=O)(=O)N1c2ccccc2[C@]2(Br)C[C@H]3C(=O)N[C@@H](Cc4ccccc4)C(=O)N3[C@H]12
5,3,-4,-14,4,99,3,5,-0.1,-3,-3,Cc1[nH]n(-c2ccccc2)c(=O)c1/C=N/O
25,-28,2,-8,-2,100,-4,.,1.0,61*,29,COc1cc(/C=C(\C#N)c2nc3ccc(C)cc3[nH]2)cc([N+](=O)[O-])c1O
-10,-3,-10,7,10,95,-4,-2,-0.6,2,78*,Cc1occc1C(=O)NCc1cccs1
3,-7,26,1,-26,106,-4,.,0.4,.,-9,CCOC(=O)C1(C)Oc2ccccc2C(C(=O)OC)=C1C(=O)OC (stereo not drawn)
-14,-9,3,-12,-3,100,-5,641*,-1.2,1,-3,O=C(OCC(=O)N1CCN(c2ccccc2)CC1)c1nc(Cl)ccc1Cl
21,1,-7,-13,7,94,-1,12,-0.6,.,15,COCc1cc(C)n(CC(=O)Nc2cccc(C)c2)c(=O)c1C#N
2,-4,-23,4,23,97,8,40,0.7,-5,.,COC(=O)c1ccc(COC(=O)c2cnccn2)cc1
-1,-1,-22,-10,22,104,-3,10,2.0,1,-1,Cc1ccc(S(=O)(=O)N2CCCCC2)cc1NC(=O)C1CC(=O)N(Cc2ccccc2)C1 (stereo not drawn)
-11,-1,-5,-5,5,100,0,8,0.5,-3,-1,CSc1nc(C)cc(OCCNS(=O)(=O)c2ccc(C)cc2)n1

# Rewritten as labelled records: two of the compounds above.
mol: CCOC(=O)C1(C)Oc2ccccc2C(C(=O)OC)=C1C(=O)OC (stereo not drawn)
- MITF TRPM1 HTS = 3
- dFosB act = -7
- SR-BI HDL uptake = 26
- PKA-R2B act = 1
- SR-BI uptake up = -26
- DSG3 Ab inh = 106
- PKA-R1A act = -4
- Mot1-301 SUMO = .
- CDK5 p35 inh = 0.4
- NSD2 HMT inh = .
- Arr AP2 block = -9
mol: O=C(OCC(=O)N1CCN(c2ccccc2)CC1)c1nc(Cl)ccc1Cl
- MITF TRPM1 HTS = -14
- dFosB act = -9
- SR-BI HDL uptake = 3
- PKA-R2B act = -12
- SR-BI uptake up = -3
- DSG3 Ab inh = 100
- PKA-R1A act = -5
- Mot1-301 SUMO = 641*
- CDK5 p35 inh = -1.2
- NSD2 HMT inh = 1
- Arr AP2 block = -3

# (cont.)
MITF TRPM1 HTS,dFosB act,SR-BI HDL uptake,PKA-R2B act,SR-BI uptake up,DSG3 Ab inh,PKA-R1A act,Mot1-301 SUMO,CDK5 p35 inh,NSD2 HMT inh,Arr AP2 block,Compound
8,5,8,-8,-8,99,4,30,-0.7,3,-6,O=C(CN1C(=O)C2C3C=CC(C4CC34)C2C1=O)Oc1ccccc1 (stereo not drawn)
.,2,19,-14,-19,115,4,-15,1.9,5,45,Cc1cccc(Cl)c1OCCN1CCCC1
.,1,-16,-21,16,109,-6,0,-0.2,-1,5,COc1ccc(NC(=O)CSc2ccccn2)cc1
18,-7,-20,-1,20,99,7,27,-0.1,-6,-2,COc1ccc2c(c1)CCc1c(C(=O)N3CCc4ccccc4C3)noc1-2
-6,-6,11,0,-11,-18,3,-15,0.9,2,-2,Cc1nnc(SCC(=O)n2c3c(c4ccccc42)CCCC3)s1
15,-15,24,12,-24,106,2,-7,-1.3,0,11,c1ccc(-c2ccc(C3=Nn4c(Cn5nnc6ccccc65)nnc4SC3)cc2)cc1
76,-5,-28,7,28,106,-2,-2,-2.2,5,7,CCCNC(=O)c1cc(-c2ccc(Br)cc2)on1
51,7,10,-14,-10,104,0,333,0.8,0,-2,COc1ccc(NC(=O)c2sccc2C)c([N+](=O)[O-])c1
-6,-1,53,-1,-53,109,-4,494*,-14,-5,10,CCC(O)(CC)C(=O)N/N=C/c1cc(Br)cc(Br)c1O
-15,59*,33,-15,-33,115,0,7,0.6,.,-12,CCOc1ccc(-c2nnn(CC(=O)Nc3ccccc3OC)n2)cc1OCC
-9,-3,6,6,-6,98,8,8,1.8,-11,2,O=C(N/C(=C\c1cccc([N+](=O)[O-])c1)C(=O)N1CCCCC1)c1cccs1
-7,-4,-6,0,6,84,-6,-9,1.4,4,1,CN(CC(=O)Nc1ccc(N2CCOCC2)cc1)CC(=O)Nc1ccc([N+](=O)[O-])cc1Br
15,-9,5,7,-5,92,-4,14,-1.1,-6,-6,CN(C)c1ccc(-c2nnc(-c3cccs3)o2)cc1
-8,-9,7,-2,-7,.,-6,-20,-4.7,-6,-1,Cc1cccc(CCNC(=O)CCS(=O)(=O)c2cc3c(cc2Cl)NC(=O)CO3)c1
2,10,-9,2,9,93,-4,0,-0.3,7,-15,Cc1nn(-c2ccccc2)c(C)c1/C=N/O
.,-10,-7,-4,7,.,-4,-4,0.8,0,-1,O=C1CC(=C2c3ccccc3-c3ccccc32)C(=O)N1CCN1CCN(c2cccc(Cl)c2)CC1
7,4,-18,-7,18,95,-13,-29,0.8,.,2,Cc1ccc(N2CCN(S(=O)(=O)N(C)C)CC2)c(C)c1
8,-6,14,3,-14,104,-11,2,-0.5,1,-8,COc1cccc(-c2noc(C3CCCN(C(=O)c4ccccc4OC)C3)n2)c1 (stereo not drawn)
-8,-9,4,-4,-4,97,-6,-17,0.0,-3,16,Cc1ccccc1NC(=O)CN1CCC(NC(=O)Nc2ccccc2)CC1
-3,2,.,-10,.,101,-4,10,-0.5,2,43,N#Cc1ccsc1NC(=O)CN(Cc1ccccc1)Cc1ccccc1
-9,5,29,-21,-29,96,1,109,3.3,4,6,Fc1cccc(Cl)c1C1Nc2cccc3cccc(c23)N1
-7,-5,-5,3,5,.,-2,13,-5.6,-5,-12,Cc1ccc(C(=O)N/C(=C\c2cn(C)c3ccccc23)C(=O)N2CCN(C)CC2)cc1
10,0,5,5,-5,108,0,23,1.2,4,2,O=C(Nc1cccnc1)c1ccc(COc2ccccc2Br)o1
-2,-4,19,9,-19,104,-2,-11,1.4,1,7,CCN(CC)C(=O)CSc1nnc(-c2ccccn2)n1-c1ccc(C)c(C)c1
11,1,-8,-4,8,97,9,-3,-0.4,-1,31,O=C1COc2ccc(C(=O)COC(=O)C3CCN(S(=O)(=O)c4cccs4)CC3)cc2N1
-9,-4,6,3,-6,103,-3,5,0.2,.,26,CC1CCN(C(=O)c2[nH]cnc2C(=O)Nc2ccccc2)CC1
10,-12,6,5,-6,105,8,-2,3.3,-1,9,Cc1cc(C)cc(NC(=S)N2CCC(NC(=O)c3ccccc3C)CC2)c1
-9,7,-9,0,9,91,-1,517,3.4,-7,-16,O=c1[nH]c(Cc2ccccc2)nc2ccccc12
6,-4,-3,-10,3,83,1,6,-2.4,0,3,CC1=C(c2ccc(Cl)cc2)[N+](=O)C(C)(C)N1[O-]
3,1,-8,6,8,.,-5,-13,0.5,1,-4,Nc1nc(COC(=O)C2CC(=O)N(CCc3ccccc3)C2)nc(Nc2ccccc2)n1 (stereo not drawn)
4,-2,7,-8,.,104,-17,223,2.0,2,-9,COc1ccc(NC(=O)CSc2ccc(-c3ccco3)nn2)cc1
-11,-19,-29,10,29,93,-2,12,-5.7,-1,8,Clc1ccc(OCc2nn3c(-c4ccncc4)nnc3s2)cc1
6,-5,-22,-4,22,101,-7,-1,-1.9,-1,18,NNC(=O)CNC(=O)c1ccccc1F
-3,-4,4,1,-4,97,-9,2,0.7,1,30,COc1ccc(NC(=O)CN(C)C(=O)CN2C(=O)c3ccc([N+](=O)[O-])cc3C2=O)cc1
